# Screening results as filed in PubChem.
# mouse EphA4 binding: EphA4 ligand-binding antagonists – biochemical, colorimetric, mouse EphA4, primary screen (AID 689) | inhibition, % at 10 µM; hits with a dose series show IC50 in µM | EphA4-AP binding to KYL peptide, pNPP A405; higher % means a stronger effect | hit rate 0.1% among 62,000; in the data active = a potency from the dose series; inactive = the rest, 99 in 100 with inhibition below about 22%
# * hit, by the source's call; & = joins results of further samples. Only part of the results is shown (hit frequency here may not be typical).
no.	mouse EphA4 binding	mol
1	-13%	Cc1ccc(/S(C)=N/S(=O)(=O)c2ccc(C)cc2)cc1 (stereo not drawn)
2	2%	O=C(NCc1ccco1)Nc1ccc2snnc2c1
3	4%	O=C(c1ccc2c(c1)OCCCO2)c1cccs1
4	-11%	CC(=O)c1c(C)[nH]c(C(=O)N2CCCCCC2)c1C
5	3%	CCC(C)NC(=O)CSc1nc2c(sc(=S)n2Cc2ccco2)c(=O)n1-c1ccccc1 (stereo not drawn)
6	-10%	CC(C)(C)c1ccc(C(=O)c2c[nH]c(C(=O)NCc3cccs3)c2)cc1
7	-16%	CCOC(=O)C(NS(=O)(=O)c1ccccc1)(C(F)(F)F)P(=O)(OCC(C)C)OCC(C)C (stereo not drawn)
8	0%	COC(=O)c1cc(NC(=O)CC2NC3CCCCC3NC2=O)cc(C(=O)OC)c1 (stereo not drawn)
9	-2%	COc1ccccc1-c1ccc(=O)n(CC(=O)NC(C)(C)C)n1
10	-3%	Cc1nn(C)c(C)c1S(=O)(=O)N(CC(=O)NCCCOC(C)C)c1ccc(C(C)C)cc1
11	42%	C=CCC(C)(NCc1ccccc1)c1ccco1 (stereo not drawn)
12	-11%	O=C1CCCc2nc(NCc3ccco3)ncc21
13	7%	Cc1ccc(CNC(=O)c2cc3c(-c4ccc(Cl)cc4)nn(C)c3s2)o1
14	-5%	O=C(Nc1cccc(-c2cn3ccsc3n2)c1)c1ccccc1
15	8%	C/C(Cn1nnc([N+](=O)[O-])n1)=N\NC(=O)c1ccccc1Cl
16	-20%	CCCC(=O)c1c[nH]c(C(=O)NCCc2ccccn2)c1
17	-5%	O=C(C(Cc1ccccc1)n1cccc1)N1CCN(c2cccc(Cl)c2)CC1 (stereo not drawn)
18	-23%&2%	Cc1ccc(S(=O)(=O)NCc2ccco2)cc1C
19	-6%	C=CCn1c(COc2ccc(F)cc2)nnc1SCC(=O)NC(=O)NCc1ccco1
20	-11%	COc1ccc(/C=C/C(=O)Nc2ccccc2Cl)cc1Br
21	-1%	COC(=O)Nc1snnc1C
22	-12%	COc1ccc(NC(=O)C(=O)N2N=C(C(C)C)CC2(O)C(F)(F)F)cc1 (stereo not drawn)
23	-13%	CCOC(=O)c1cnn(-c2ccc(C(C)C)cc2)c1NC(=O)C1CCC1
24	-3%	CN1CCN(c2nc3c(c(=O)[nH]c(=O)n3C)n2CCSc2ncccn2)CC1
25	-6%	Cc1c(C)n(CC(O)CN2CCCCCC2)c2ccccc12 (stereo not drawn)
26	-9%	C=CCn1c(SCC(=O)c2c(N)n(C)c(=O)n(C)c2=O)nc2sc(CC)cc2c1=O
27	-2%	Clc1cccc(-c2ncnn2-c2cccc(Cl)c2)c1
28	2%	CC(=O)c1ccc(NC(=O)CN2C(=O)COc3ccc(Cl)cc32)cc1
29	-17%	O=c1ccccn1Cc1c(Cl)cccc1Cl
30	-1%	N/C(=N\OC(=O)c1ccccc1F)c1ccc([N+](=O)[O-])cc1
31	-9%	CN(C)N1C(N)=C(C#N)C(c2cccnc2)C2=C1CC(C)(C)CC2=O (stereo not drawn)
32	-8%	CSc1nnc(NC(=O)c2cc3ccccc3oc2=O)s1
33	-27%	NC(=O)C(c1ncc(C(F)(F)F)cc1Cl)c1c(Cl)cccc1Cl (stereo not drawn)
34	1%	COc1cc(C(=O)Nc2cccc(-c3nc4cc(C)cc(C)c4o3)c2)cc(OC)c1OC
35	-6%	CC(C)(C)C(=O)NC1CCN(S(=O)(=O)c2cccc(C(F)(F)F)c2)CC1
36	2%	O=[N+]([O-])c1ccc(N2CCN(S(=O)(=O)c3ccc(Cl)cc3)CC2)cc1N1CCOCC1
37	-8%	CCOc1ccc(-c2nnc(N3CCCCC3)c3ccccc23)cc1
38	-8%	CCCCOC(=O)CSC1=C(C#N)C(c2ccccc2OCC)C(C#N)C(=O)N1 (stereo not drawn)
39	-11%	CCc1cc(C(=O)Cc2nc3ccccc3[nH]2)c(O)cc1O
40	-5%	Cc1cc(C(=O)Nc2c(C)nn(Cc3ccccc3)c2C)on1
41	-4%	COc1cccc(N=c2oc3c(C)ncc(CO)c3cc2C(=O)Nc2ccccc2OC)c1
42	-8%	CC1Oc2ccccc2N(CC(=O)N2CCc3ccccc32)C1=O (stereo not drawn)
43	-3%	COc1ccc(NC(=S)NC(NC(=O)c2cccc([N+](=O)[O-])c2)C(Cl)(Cl)Cl)cc1 (stereo not drawn)
44	-6%	O=C(NCCN1CCCC1)c1ccc(Cn2c(=S)[nH]c3cc4c(cc3c2=O)OCO4)cc1
45	-3%	CCN(CCCNC(=O)CCn1c(=O)[nH]c2ccccc2c1=O)c1cccc(C)c1
46	-1%	COc1ccc(-n2nc3cc(C)c(NC(=O)CC(C)C)cc3n2)cc1
47	-13%	O=C(O)c1ccc(COCC(F)(F)C(F)F)o1
48	6%	Cc1csc(-c2cnn(-c3ccccc3)c2NC(=O)c2cccc(F)c2)n1
49	-6%	C1CCC(CNc2c3c(nc4nnnn24)CCCC3)CC1
50	4%	Cc1cc(Nc2ccccc2)nn1C(=O)c1ccccc1

# (list continues)
no.	mouse EphA4 binding	mol
51	-3%	COc1ccccc1NC(=O)C1=C(C)NC(=S)NC1c1ccc(C)cc1 (stereo not drawn)
52	7%	O=C(/C=C/c1ccccc1)Nc1ccc(Cl)cn1
53	-10%	CN1CCCN(C2C3CC4CC(C3)CC2C4)CC1 (stereo not drawn)
54	-9%	CCOC(=O)c1cnc2cc3c(cn2c1=O)CCCC3
55	-12%	CCCS(=O)(=O)N1CCN(CC2CC=CCC2)CC1 (stereo not drawn)
56	-5%	COc1ccc(Nc2ccc3c(c2)=NC2(CCCCC2)[N+]=3[O-])cc1
57	-8%	Cc1ccnc(NS(=O)(=O)c2ccc(NC(=O)c3cccc(Oc4ccccc4)c3)cc2)n1
58	-4%	CC1(C)N([O-])c2cc([N+](=O)[O-])ccc2[N+]1=O
59	-12%	Cc1oc(-c2cccc(Cl)c2)nc1CN1CCC(C(=O)NCC2CCCO2)CC1 (stereo not drawn)
60	-1%	O=C(CC1Oc2ccccc2NC1=O)NCc1ccccc1 (stereo not drawn)
61	-4%	Cc1cc2cc(CNC(=O)CCC(=O)O)ccc2[nH]1
62	0%	N#Cc1nc(Cc2cccc3ccccc23)oc1NCc1ccco1
63	22%	Cc1cc(C)n(-c2ccc(C(=O)OCC(=O)c3ccc(Br)s3)cc2)n1
64	5%	COc1cccc(C2C(C(=O)Nc3nc4ccccc4s3)=C(C)NC3=C2C(=O)CC(C)(C)C3)c1OC (stereo not drawn)
65	-14%	O=C(Nc1ccccc1)Nc1nnc(-c2cccc(Br)c2)s1
66	15%	CCCCCc1c(C)c(C#N)c2nc3ccccc3n2c1-n1ccnc1C
67	-3%	Cc1ccc(C)c(/C(O)=C2/C(=O)C(=O)N(CCN3CCOCC3)C2c2ccc(C)o2)c1 (stereo not drawn)
68	4%	COc1ccccc1NC(=O)Cc1csc(N)n1
69	-12%	O=C(Cn1nnc2ccccc21)N1CCCCC1
70	7%	Cc1cc(=O)n2c(n1)OC(CO)C2 (stereo not drawn)
71	5%	CCn1c(=O)cc(SCC(=O)NCCCN2CCN(c3ccccc3F)CC2)c2ccccc21
72	-11%	O=C(c1ccc(F)cc1)C(CCCCCC(CN1CCOCC1)C(=O)c1ccc(F)cc1)CN1CCOCC1 (stereo not drawn)
73	6%	Cc1nc(C)c(C(=O)NCc2ccc(Cl)cc2)o1
74	-3%	CCOc1ccc(-n2c(C)nc3cc(C(=O)NCCCN4CCOCC4)ccc32)cc1
75	7%	O=C(O)/C=C\C(=O)Nc1ccc(Cl)c(C(F)(F)F)c1

# A different layout for 2 compounds above.
57) Cc1ccnc(NS(=O)(=O)c2ccc(NC(=O)c3cccc(Oc4ccccc4)c3)cc2)n1
  mouse EphA4 binding: -8%
73) Cc1nc(C)c(C(=O)NCc2ccc(Cl)cc2)o1
  mouse EphA4 binding: 6%

# Further compounds follow:
no.	mouse EphA4 binding	mol
76	-8%	O=C(Oc1ccnc2cc(Cl)ccc12)N1CCCCCC1
77	-16%	CC1CCN(C(=S)NC(=O)c2ccccc2)CC1
78	-33%	Cn1c(=O)oc2cc(S(=O)(=O)NCc3ccccn3)ccc21
79	7%	CCOC(=O)C1=C(C)N=c2s/c(=C\c3ccc(N(C)C)o3)c(=O)n2C1c1ccc(OCC)cc1 (stereo not drawn)
80	-10%	O=C(NCCNc1ccc([N+](=O)[O-])cc1C(F)(F)F)c1ccccc1F
81	-24%	CCn1c(N2CCN(CC(=O)Nc3cccc(C)c3C)CC2)nc2ccccc21
82	-4%	COC(=O)c1c(NC(=O)CN2CCN(c3ccccc3)CC2)c2c(C)cccc2n1C
83	-5%	COc1cc(/C=N/n2cnnc2)ccc1OC(=O)c1ccncc1
84	-17%	Cc1ccccc1NC(=O)CSc1nnc(-c2ccccc2)n1-c1ccccc1
85	1%	COc1cccc(C(=O)C2CN(c3ccccc3)CC2c2ccc(Cl)cc2)c1 (stereo not drawn)
86	5%	COc1ccc(NC(=O)CN2CCN(C3c4ccccc4-c4ccccc43)CC2)c(OC)c1
87	-17%	COc1ccc2c(c1)C(=O)N(c1ccccc1OC)C(=O)C2(C)C
88	-1%	COc1ccc(/C=N/n2c(C)nnc2C)cc1Br
89	-6%	CCCCN(C)/C=N/c1c(C#N)cnn1-c1ccc(C)cc1
90	-15%	CCOC(=O)Cc1cc(=O)[nH]c(/N=C(\N)Nc2ccc(C)cc2C)n1
91	2%	CC(Oc1ccc(Cl)cc1Cl)C(=O)NCCCN1CCOCC1 (stereo not drawn)
92	-9%	COc1ccccc1CC(=O)O/N=C(\N)Cc1cccc2ccccc12
93	-4%	CCn1c(CNC(=O)C23CC4CC(CC(C4)C2)C3)nnc1SCC(=O)Nc1nnc(C)s1
94	-7%	CC(=O)N1CCc2cc(C(=O)CN3CCCCC3)ccc21
95	-3%	Cc1cccn2c(=O)c3cc(C#N)c(=NC(=O)c4ccncc4)n(CCCOC(C)C)c3nc12
96	-13%	O=C(NCc1ccccn1)C1CC(c2ccc(Cl)c(Cl)c2)=NO1 (stereo not drawn)
97	9%	COC1=C(OC)c2ccccc2C(C(=O)O)N/C1=C(/C)Nc1ccncc1 (stereo not drawn)
98	-8%	COc1ccc(C/C(N)=N/OC(=O)Cc2ccccc2)cc1
99	-9%	COc1ccc(C(=O)CSc2nnc(-c3ccoc3C)n2CC2CCCO2)cc1 (stereo not drawn)
100	2%	CCCc1nnc(NC(=O)CCC(=O)NCc2ccccc2OC)s1

# An excerpt from above in order of their number in mouse EphA4 binding, rising.
no.	mouse EphA4 binding	mol
78	-33%	Cn1c(=O)oc2cc(S(=O)(=O)NCc3ccccn3)ccc21
87	-17%	COc1ccc2c(c1)C(=O)N(c1ccccc1OC)C(=O)C2(C)C
96	-13%	O=C(NCc1ccccn1)C1CC(c2ccc(Cl)c(Cl)c2)=NO1 (stereo not drawn)
92	-9%	COc1ccccc1CC(=O)O/N=C(\N)Cc1cccc2ccccc12
76	-8%	O=C(Oc1ccnc2cc(Cl)ccc12)N1CCCCCC1
79	7%	CCOC(=O)C1=C(C)N=c2s/c(=C\c3ccc(N(C)C)o3)c(=O)n2C1c1ccc(OCC)cc1 (stereo not drawn)
97	9%	COC1=C(OC)c2ccccc2C(C(=O)O)N/C1=C(/C)Nc1ccncc1 (stereo not drawn)

# Structures above containing a thiophene ring, fused or not (five):
no.	mouse EphA4 binding	mol
3	4%	O=C(c1ccc2c(c1)OCCCO2)c1cccs1
6	-10%	CC(C)(C)c1ccc(C(=O)c2c[nH]c(C(=O)NCc3cccs3)c2)cc1
13	7%	Cc1ccc(CNC(=O)c2cc3c(-c4ccc(Cl)cc4)nn(C)c3s2)o1
26	-9%	C=CCn1c(SCC(=O)c2c(N)n(C)c(=O)n(C)c2=O)nc2sc(CC)cc2c1=O
63	22%	Cc1cc(C)n(-c2ccc(C(=O)OCC(=O)c3ccc(Br)s3)cc2)n1

# Next section:
no.	mouse EphA4 binding	mol
101	-17%	CCCC1(C(=O)O)NC(c2ccc(OC)cc2O)C2C(=O)N(c3ccc(OC)cc3)C(=O)C21 (stereo not drawn)
102	-4%	O=C(O)CS(=O)(=O)c1ccc(Oc2ccc(S(=O)(=O)CC(=O)O)cc2)cc1
103	-3%	CCOC(=O)Cn1c(-c2ccc(Cl)nc2)nc2ccccc21
104	-6%	COc1cc(OC)c(NS(=O)(=O)c2coc(C(N)=O)c2)cc1Cl
105	0%	CC(C)C(=O)Nc1ncc(C(F)(F)F)cc1Cl
106	-6%	CCOC(=O)C1=C(c2ccccc2)NC(=O)NC1c1ccc(OCC#N)c(OC)c1 (stereo not drawn)
107	7%	CCOC(=O)C1CCCN(c2cc(C)nc3cc(-c4ccc(F)cc4)nn23)C1 (stereo not drawn)
108	-2%	O=S(=O)(c1ccc(F)cc1)N1CCN(c2nc(-c3ccc(F)cc3)cs2)CC1
109	-9%	C=CCNC(=O)CN1CCC(O)(c2ccccc2)CC1
110	9%	C=CCNC(=O)C1CC(=O)N(c2ccc(Cl)cc2)C1 (stereo not drawn)
111	-20%	CCC(=O)N1CCc2cc(S(=O)(=O)NC(C(=O)N3CCc4ccccc4C3)C(C)C)ccc21 (stereo not drawn)
112	-7%	N#CC1=C(SCC(N)=O)NC2=C(C(=O)c3ccccc32)C1c1ccc(Cl)cc1 (stereo not drawn)
113	-1%	O=C(c1ccco1)N1CCN(C(=O)C2Cc3ccccc3CN2S(=O)(=O)c2ccc(F)cc2)CC1 (stereo not drawn)
114	-9%	C1CCc2c(nc3nnnn3c2NC2CCCC2)C1
115	-6%	CC(C)(C)NC(=O)c1cnn(-c2ccccc2)c1NC(=O)c1ccccc1
116	-5%	Cc1cc(C)nc(-n2nc(C)cc2NC(=O)COC(=O)CCC(=O)c2cccs2)n1
117	-14%	COCCCN1C(=O)C(O)=C(C(=O)c2ccco2)C1c1ccc(Br)cc1 (stereo not drawn)
118	-4%	Cc1ccccc1-c1nc2cc(N)ccc2o1
119	-8%	O=C(NCSc1ccncn1)c1ccccc1
120	0%	CCCCOC(=O)Cn1c(=N)n(CCC)c2ccccc21
121	9%	C#CC(C)(CC)NC(=O)c1cc(OC)c(OC)c(OC)c1 (stereo not drawn)
122	4%	Cc1c(NC(=O)Cn2cnc3c2c(=O)n(C)c(=O)n3C)cccc1[N+](=O)[O-]
123	3%	Cc1ccc(Cn2ccc(NC(=O)c3cc(-c4ccco4)on3)n2)cc1
124	-15%	CCOc1cc2[nH]c(=S)n(CCC(=O)N3CCc4ccccc4C3)c(=O)c2cc1OCC
125	-8%	O=C(NCCCN1CCOCC1)c1cc(-c2cccs2)on1
126	10%	Cc1nc2ccc(S(=O)(=O)NCC(=O)NCCN3CCCCCC3)cc2s1
